# Source: PubChem BioAssay (several laboratories)
# BaF3 tox = parental Ba/F3 cell viability inhibition, counter-screen for JAK2V617F inhibitor project, murine pro-B, CellTiter-Glo luminescence; CellTiter-Glo ATP luminescence; inhibition, % at 5.6 µM; hit rate 1.1% among 220,000; AID 1486, 2009;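 active = inhibition above a per-campaign cutoff, the mean inhibition of all tested compounds plus 3 SD, cut at about 27% in these data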;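 note: 0% = DMSO wells and 100% = JAK Inhibitor I control wells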
# TbHK1 inh = Trypanosoma brucei hexokinase 1 inhibitors, primary screen, biochemical, G6PDH-coupled NADH absorbance, MLSCN library. AID 1430, 2008. inhibition, % at 10 µM. hit rate 0.11% among 220,000. recombinant TbHK1, G6PDH-coupled NADH A340. hexokinase 1 [Trypanosoma brucei];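 active = inhibition of 50% or more in the single-dose primary screen; inactive = inhibition below 50%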
# EP2 antag = human EP2 receptor antagonists, primary screen, TR-FRET cAMP, C6 glioma cells; Prostaglandin E2 receptor EP2 subtype (Homo sapiens), P43116; C6 glioma cells expressing human EP2; cells stimulated with saturating PGE2; inhibition, % at 25 µM; hit rate 0.52% among 260,000;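 active = percent inhibition above 40 after rounding to a whole number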;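 note: rat C6 glioma host cells with rolipram phosphodiesterase inhibitor present; the protocol text gives 20 µM as final concentration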
# p47phox inh = p47phox/p22phox peptide binding inhibitors, primary screen, biochemical, uHTS, NADPH oxidase regulatory subunit; fluorescence polarization, 2 h; inhibition, % at 24.7 µM; hit rate 0.53% among 220,000; AID 1274, 2008;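 active = inhibition above about 30%, limit read from the data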;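 note: 0% = p47phox with labelled peptide and 100% = labelled peptide alone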
# Furin inh = human furin inhibitors, primary screen, biochemical, fluorescence intensity | P09958 | purified furin, fluorogenic substrate cleavage | inhibition, % at 30 µM | hit rate 0.061% among 220,000 | AID 463115, 2010; in the data active = inhibition above about 25%; note: inactives centre near -15
# p97 ATPase inh = inhibitors of human p97 ATPase, primary screen, biochemical; recombinant p97 ATPase, Kinase-Glo ATP luminescence, 3 h; inhibition, % at 8 µM; hit rate 0.42% among 220,000; in the data active = inhibition above about 15%;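 note: 0% = DMSO vehicle and 100% = wells lacking enzyme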
# Target sequence (P55072 whole entry, looked up): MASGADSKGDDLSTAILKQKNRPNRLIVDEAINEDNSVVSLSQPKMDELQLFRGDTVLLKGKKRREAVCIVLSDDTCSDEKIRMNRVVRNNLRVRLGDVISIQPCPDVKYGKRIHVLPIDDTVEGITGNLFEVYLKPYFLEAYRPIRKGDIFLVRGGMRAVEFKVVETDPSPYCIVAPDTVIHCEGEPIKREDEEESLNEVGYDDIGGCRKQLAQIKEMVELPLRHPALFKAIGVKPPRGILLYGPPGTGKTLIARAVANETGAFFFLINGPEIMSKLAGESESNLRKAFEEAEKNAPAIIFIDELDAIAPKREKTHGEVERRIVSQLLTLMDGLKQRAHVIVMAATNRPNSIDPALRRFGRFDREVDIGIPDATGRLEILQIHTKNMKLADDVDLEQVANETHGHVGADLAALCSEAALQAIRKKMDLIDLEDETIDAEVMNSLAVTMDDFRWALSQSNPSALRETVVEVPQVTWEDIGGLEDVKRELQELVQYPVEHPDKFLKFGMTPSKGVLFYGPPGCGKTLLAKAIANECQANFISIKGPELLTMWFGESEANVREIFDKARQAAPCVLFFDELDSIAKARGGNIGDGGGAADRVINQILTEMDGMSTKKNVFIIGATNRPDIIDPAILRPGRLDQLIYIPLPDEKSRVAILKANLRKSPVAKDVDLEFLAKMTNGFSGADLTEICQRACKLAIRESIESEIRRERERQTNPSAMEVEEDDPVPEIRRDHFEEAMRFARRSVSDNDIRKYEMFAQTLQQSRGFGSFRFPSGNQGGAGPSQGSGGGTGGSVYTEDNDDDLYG
# PPC-1+TRAIL kill = compounds killing PPC-1 cancer cells with TRAIL present, primary screen, TRAIL potentiator project, ATPLite luminescence, uHTS | PPC-1 cells + TRAIL, ATPLite viability luminescence | cell killing (% activity), % at 4 µM | hit rate 0.41% among 220,000 | AID 1443, 2008;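 active = cell killing above 50% in the first pass at 4 µM, then a duplicate retest at 5 µM averaging 50% or more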;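 note: plate controls were cells with TRAIL plus DMSO for no effect and medium-only wells lacking cells for full effect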
# Ba/F3 V617F tox = reduced viability of JAK2V617F-dependent Ba/F3 cells, primary screen, JAK2V617F inhibitor project, cell-based, Ba/F3 EpoR-JAK2V617F, luminescence; ATP luminescence; hit rate 1.1% among 220,000; AID 1446, 2008; inhibition, % at 5.6 µM;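 active = inhibition above the campaign mean plus 3 SD over all tested compounds, cut at about 24% in these data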;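 note: cytokine-independent growth of Ba/F3 cells driven by EpoR plus mutant JAK2; 0% = DMSO-treated cells and 100% = JAK inhibitor I control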
# RBBP9 inhibitor = human RBBP9 inhibitors, primary screen, biochemical, fluorescence polarization, FP-Rh probe, HTS. recombinant RBBP9. inhibition, % at 7.94 µM. Serine hydrolase RBBP9 (Homo sapiens), O75884. AID 1515, 2009. hit rate 0.2% among 220,000;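 active = inhibition above the campaign mean of all tested compounds plus 3 SD, cut at about 14% in these data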;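 note: plate controls were DMSO wells with RBBP9 for no effect and wells lacking RBBP9 protein for full effect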
#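 Measured by – fluorescence polarization · Test system – RBBP9 protein · Input – 2.5 µM RBBP9 dispensing solution, before mixing · Measure – percent inhibition from mP, scaled between DMSO and no-protein wells · Benchmarks – DMSO-treated enzyme wells and wells lacking RBBP9 · Times – preincubation 30 min plus labeling 45 min at 25 °C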
# Starred values were filed as active, the others as inactive; nt = not tested or not shown; [ ] = another dose, or the depositor's remark.
smiles	BaF3 tox	TbHK1 inh	EP2 antag	p47phox inh	Furin inh	p97 ATPase inh	PPC-1+TRAIL kill	Ba/F3 V617F tox	RBBP9 inhibitor
O=C(CSc1nc2c(c(=O)n1-c1ccc(F)cc1)SCC2)NCc1ccco1	7	-4	7	-14	-7	-3	-3	4	-7
O=C(NCCCN1CCCC1)c1ccc(Cn2c(=S)[nH]c3ccc(Br)cc3c2=O)cc1	-2	-15	4	-23	-8	1	10	1	-8
COc1ccc(OCCNC(=O)c2cccc(Oc3ccc(C(F)(F)F)cc3[N+](=O)[O-])c2)cc1	1	-6	2	-10	-15	-1	16	-2	-1
CCc1ccc(OCC2c3cc(OC)c(OC)cc3CCN2C(=S)NC)cc1 (stereo unspecified)	3	1	7	-3	-7	-2	3	2	-15
O=C(OCc1cc(=O)n2c(n1)sc1ccccc12)c1ccc(O)cc1	7	22	8	-80	2	-5	11	7	-18
CCC(C)(C)n1nnnc1C(c1ccc(OC)c(OC)c1)N1CCN(c2ccc(OC)cc2)CC1 (stereo unspecified)	2	2	11	-2	-17	-6	3	1	-5
O=C(Nc1cccc(S(=O)(=O)Nc2ccccc2Cl)c1)c1ccc(N2CCCC2)c([N+](=O)[O-])c1	7	1	5	-8	-10	5	-4	-2	-16
CCOC(=O)c1cnc(-c2ccccc2)nc1N1CCOCC1	4	-9	4	-2	-29	-2	10	-1	-2
CCC(=O)N(Cc1ccco1)c1nc(C(=O)Nc2ccc(Cl)cc2)c(C)s1	9	10	11	-52	1	-1	11	5	-17
COc1ccc(Cl)cc1NC(=O)CN(C)CC(=O)Nc1ccc(C)cc1Br	5	-6	5	-7	-15	-2	24	0	-10
Cn1nnc(NC(=O)c2ccc([N+](=O)[O-])cc2Cl)n1	2	-5	7	-4	-13	6	34	0	-9
Nc1sc(-c2ccccc2)cc1C(=O)N/N=C/c1ccc(Cl)cc1	1	-33	6	-25	-19	7	2	-2	-7

# Overlap with the part before: 2 compounds, then new ones.
smiles	BaF3 tox	TbHK1 inh	EP2 antag	p47phox inh	Furin inh	p97 ATPase inh	PPC-1+TRAIL kill	Ba/F3 V617F tox	RBBP9 inhibitor
Cn1nnc(NC(=O)c2ccc([N+](=O)[O-])cc2Cl)n1	2	-5	7	-4	-13	6	34	0	-9
Nc1sc(-c2ccccc2)cc1C(=O)N/N=C/c1ccc(Cl)cc1	1	-33	6	-25	-19	7	2	-2	-7
CC(C)CC(OC(=O)c1cccs1)C(=O)NCc1cccs1 (stereo unspecified)	0	-4	5	-2	-21	-1	-9	-1	-7
O=[N+]([O-])c1ccc2cn(-c3ccccc3)nc2c1	6	-14	11	1	-9	-5	19	3	-4
COc1ccc(C)cc1NC(=O)CSc1nnc(COc2ccc(Cl)cc2)n1Cc1ccco1	3	17	5	-2	2	-8	0	3	-18
CCN(CC)S(=O)(=O)c1cc(NC(=O)CNc2c(C)n(C)n(-c3ccccc3)c2=O)ccc1C	8	4	8	-9	-27	2	-1	-1	-7
CCOC(=O)c1nnn(-c2nc(OC)nc(N3CCCCC3)n2)c1-c1ccccc1	4	-1	11	-7	-1[20 µM]	-5	-13	2	-3
CCOc1ccc2nc(NC(=O)c3cccnc3)sc2c1	4	-15	15	-5	-29	1	33	-2	-7
COc1ccc(SCCc2ccncc2)cc1	1	0	16	3	-16	2	9	-4	-6
CCOC(=O)N1CCN(C(=O)c2ccc3c(=O)n(-c4ccc(OC)cc4)c(=S)[nH]c3c2)CC1	0	-1	16	-2	-12	2	-37	-4	-7
[O-][n+]1cccc2ncc3cscc3c21	9	-16	6	-3	-7	-1	8	0	3
Oc1ccc(-c2n[nH]c(=S)n2Cc2ccco2)cc1	3	-2	3	-2	-13[20 µM]	6	6	-4	-4
COC(=O)/C=C1/S/C(=N/NC(=O)c2ccccc2)NC1=O	8	-35	16	-4	-13[20 µM]	2	26	2	-6
Cn1nnnc1SCC(=O)NCc1cccs1	-1	4	14	-4	-5[20 µM]	1	26	-4	-2

# A section of the results above:
smiles	BaF3 tox	TbHK1 inh	EP2 antag	p47phox inh	Furin inh	p97 ATPase inh	PPC-1+TRAIL kill	Ba/F3 V617F tox	RBBP9 inhibitor
CCC(=O)N(Cc1ccco1)c1nc(C(=O)Nc2ccc(Cl)cc2)c(C)s1	9	10	11	-52	1	-1	11	5	-17
COc1ccc(Cl)cc1NC(=O)CN(C)CC(=O)Nc1ccc(C)cc1Br	5	-6	5	-7	-15	-2	24	0	-10
Cn1nnc(NC(=O)c2ccc([N+](=O)[O-])cc2Cl)n1	2	-5	7	-4	-13	6	34	0	-9
Nc1sc(-c2ccccc2)cc1C(=O)N/N=C/c1ccc(Cl)cc1	1	-33	6	-25	-19	7	2	-2	-7
CC(C)CC(OC(=O)c1cccs1)C(=O)NCc1cccs1 (stereo unspecified)	0	-4	5	-2	-21	-1	-9	-1	-7
O=[N+]([O-])c1ccc2cn(-c3ccccc3)nc2c1	6	-14	11	1	-9	-5	19	3	-4
COc1ccc(C)cc1NC(=O)CSc1nnc(COc2ccc(Cl)cc2)n1Cc1ccco1	3	17	5	-2	2	-8	0	3	-18
CCN(CC)S(=O)(=O)c1cc(NC(=O)CNc2c(C)n(C)n(-c3ccccc3)c2=O)ccc1C	8	4	8	-9	-27	2	-1	-1	-7
CCOC(=O)c1nnn(-c2nc(OC)nc(N3CCCCC3)n2)c1-c1ccccc1	4	-1	11	-7	-1[20 µM]	-5	-13	2	-3
CCOc1ccc2nc(NC(=O)c3cccnc3)sc2c1	4	-15	15	-5	-29	1	33	-2	-7
COc1ccc(SCCc2ccncc2)cc1	1	0	16	3	-16	2	9	-4	-6
CCOC(=O)N1CCN(C(=O)c2ccc3c(=O)n(-c4ccc(OC)cc4)c(=S)[nH]c3c2)CC1	0	-1	16	-2	-12	2	-37	-4	-7
[O-][n+]1cccc2ncc3cscc3c21	9	-16	6	-3	-7	-1	8	0	3

# (more compounds)
smiles	BaF3 tox	TbHK1 inh	EP2 antag	p47phox inh	Furin inh	p97 ATPase inh	PPC-1+TRAIL kill	Ba/F3 V617F tox	RBBP9 inhibitor
O=C1CCCN1CCCNC(=S)Nc1cccc2ccccc12	11	3	6	-4	-13	-1	16	6	0
CCN1C(=O)[C@H]2[C@H]3[C@H](O)[C@H](O)C/C(=N\O[C@H](C)c4cn([C@H](CO)Cc5ccccc5)nn4)[C@@H]3CC[C@H]2C1=O	3	0	nt	-2	-15	4	15	-3	-8
O=C(CSc1nnc(Cn2c(=O)sc3ccccc32)n1-c1ccccc1)N1CCCC1	0	0	6	-11	-12	-2	-2	0	-3
CC1C/C(=N/O)C(C)CN1 (stereo unspecified)	1	14	23	-9	-20[20 µM]	1	-36	-4	7

# A portion of the library; count on the stated rates, not on these rows.
